# miR122 inh = miR-122 Renilla sensor signal increase in Huh7, primary screen, miR-122 inhibitor project, cell-based, single point, plate reader. activation (reporter increase), % at 12.5 µM. actives 0.3% (n = 340,000). Huh7 miR-122 Renilla luciferase sensor, 48 h; neutral wells = 0, positive control = 100;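 active = mean replicate activation score at least 90 and every replicate individually at or above 90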;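 note: higher luciferase means less miR-122 activity so hits act as miR-122 inhibitors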
# LGR2 antag = inhibitors of bursicon-induced LGR2 CRE-luciferase signal, primary screen, cell-based, HEK293, CRE-luciferase reporter, bursicon stimulation. Drosophila bursicon receptor LGR2 (rickets). bursicon-stimulated, 4 h. inhibition, % at 9.99 µM. actives 0.35% (n = 380,000). AID 720647, 2013;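 active = drop in luminescence signal, shown as inhibition above about 50% in the replicate tests, limit read from the data, passing the limit was not always enough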;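 note: agonist challenge used bursicon conditioned medium at about half maximal strength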
# EWS-Fli block = EWS/Fli-driven NR0B1 reporter inhibitors, primary screen, A673 cells, NR0B1 luciferase, luminescence, MLPCN library. inhibition, % at 12.6 µM. viability-normalised. actives 0.67% (n = 350,000);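 active = mean inhibition of at least 50% after viability correction, with every replicate also passing that limit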;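 note: firefly luciferase signal divided by Alamar Blue viability fluorescence both relative to DMSO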
# PAX8 inh HTS = inhibitors of PAX8-driven TPO luciferase reporter, primary screen, RMG-I cells, single concentration; SteadyGlo, 24 h; inhibition, % at 12.6 µM; actives 1.2% (n = 360,000); AID 652154, 2013;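 active = mean replicate inhibition at least 60% with every replicate also reaching 60%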;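 note: luciferase light reporting Pax8 driven TPO promoter activity; plate controls were median of neutral control wells for no effect and mitoxantrone controls for full effect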
# FN deposition inh = inhibitors of fibronectin matrix deposition, primary screen, AH1F cells, Alexa488-fibronectin fluorescence, plate reader; AH1F fibroblasts, overnight; inhibition, % at 12.6 µM; actives 0.086% (n = 350,000);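 active = mean inhibition across replicates of 30% or more, regardless of how many single replicates reach that level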;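 note: positive control wells lacked labelled fibronectin entirely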
#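 Assay system: AH1F fibroblasts assembling fluorescent fibronectin matrix; Amount: 10000 AH1F cells per well; Buffer or medium: DMEM, 2% serum; Probe or stimulus: Alexa488-fibronectin, 24 nM final in well; Doses: single compound dose, delivered by pin transfer; Incubation: 1 h adhesion, overnight exposure; Measured by: fluorescence 485/525 nm; Read-out: fibronectin deposition inhibition.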
# PGC1a acetyl inh = inhibitors of PGC1a acetylation signal, primary screen, cell-based, U2OS, AlphaScreen, inhibitor mode | AlphaScreen anti-acetyl-lysine; with virally co-expressed GCN5 acetyltransferase | inhibition, % at 15.6 µM | actives 0.17% (n = 350,000);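 active = every replicate shows inhibition of at least 40%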;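 note: 0% = neutral control wells and 100% = positive control wells; some results beyond the cut were filed as inactive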
# Cneo AK release = Cryptococcus neoformans cell lysis inducers, primary screen, AK release luminescence, single concentration. C. neoformans lysis, adenylate kinase release luminescence, 4 h; normalised: neutral wells 0, clomiphene wells 100. actives 0.2% (n = 360,000). lysis activity, % at 15 µM. AID 651654, 2012;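 active = mean lysis activity across replicates of at least 80%, whatever share of replicates individually reach that level; inactive = mean lysis activity below 80%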
#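 Assay system: Cryptococcus neoformans yeast cells / Dosing: single-point compound dose / Timing: 4 h at 37 °C static, read 1 h later / Measured by: luminescence of released adenylate kinase using an AK detection reagent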
# Casp6 inh = human caspase-6 inhibitors, primary screen, biochemical, VEID-R110 fluorescence, single point, set 2; actives 0.53% (n = 350,000); inhibition, % at 12.5 µM; AID 686996, 2013; P55212; purified caspase-6, Z-VEID-R110 cleavage fluorescence;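 active = mean inhibition across replicates at least about 35%, with every replicate also reaching that limit, limit read from the data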;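 note: 0% = median of neutral control wells and 100% = no fluorescence left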
# Target sequence (P55212 24-179 limits assumed): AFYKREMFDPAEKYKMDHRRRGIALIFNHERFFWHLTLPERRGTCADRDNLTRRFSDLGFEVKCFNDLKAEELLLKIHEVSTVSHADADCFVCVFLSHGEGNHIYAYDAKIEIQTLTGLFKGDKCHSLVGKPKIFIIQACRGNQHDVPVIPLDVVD
# Target sequence (P55212 194-293 limits assumed): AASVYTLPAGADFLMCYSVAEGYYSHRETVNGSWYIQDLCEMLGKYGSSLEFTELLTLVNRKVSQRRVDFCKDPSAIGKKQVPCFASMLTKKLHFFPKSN
# * marks the source's active call; other numbers are inactive results; / = not tested or not shown; [ ] = another dose, or the depositor's remark.
entry	structure	miR122 inh	LGR2 antag	EWS-Fli block	PAX8 inh HTS	FN deposition inh	PGC1a acetyl inh	Cneo AK release	Casp6 inh
1	O=C(O)CCCCCCCCCCP(=O)(c1ccccc1)c1ccccc1	/	9.8	9.2	6.8	0.9	4.6	-1.0	0.6
2	Cn1c(N)c(C(=O)CSc2nnc(Cc3cccs3)n2C2CC2)c(=O)n(C)c1=O	22.2	-1.7	-9.1	0.2	3.4	-7.5	-0.7	-0.5
3	COC(=O)NCC(c1ccco1)N1CCN(c2ccc(F)cc2)CC1 (centres undefined)	/	0.6	-4.3	26.5	5.0	/	/	0.2
4	O=c1cc(CN2CCOCC2)c2ccccc2o1	-4.5	-6.7	2.1	-26.5	-1.5	-8.3	0.8	-1.4
5	CCCN(C(=O)C1CC(=O)N(c2ccccc2C(C)CC)C1)C1CCS(=O)(=O)C1 (centres undefined)	-0.9	6.0	-3.4	11.4	7.6	8.9	-1.3	-0.7
6	CCC(C)(C)NC(=O)c1cc(S(=O)(=O)N2CCCCC2)ccc1N1CCOCC1	7.3	8.8	4.5	7.9	-2.0	0.1	-0.4	6.3
7	O=C(CCc1ccccc1)NNC(=O)c1ccc(Br)cc1	/	-7.0	-5.9	21.7	-9.0	/	/	-2.7
8	CCc1nc2ccc(C(=O)NCCCN3CCN(c4ccc(F)cc4)CC3)cc2nc1CC	/	5.9	6.5	-11.7	-4.0	-4.6	1.4	-11.2
9	CCc1nnc(NC(=O)CSc2ccc(-c3ccco3)nn2)s1	/	-9.5	6.8	-19.8	-2.7	7.4	/	2.7
10	CC(NS(=O)(=O)c1ccc2c(c1)c(=O)n(C)c(=O)n2C)C(=O)NC1CCCCC1 (centres undefined)	4.0	5.3	/	-2.0	-0.5	-14.7	1.9	0.9
11	O=C(C[C@H]1CC[C@H](NS(=O)(=O)c2ccccc2)[C@H](CO)O1)NCc1ccccc1F	/	-13.9	-21.2	-13.9	/	-11.0	55.8	0.1
12	COc1cccc(CNc2nc3ccc(NC(C)=O)cc3s2)c1	17.5	-4.6	-5.6	-20.9	-7.1	/	-1.1	1.7
13	Cc1nn(CCOc2ccc(Br)cc2)c(C)c1[N+](=O)[O-]	-0.6	-17.0	5.1	-0.1	3.6	3.6	1.7	-1.1
14	COCC(=O)N1[C@H](CO)[C@H](c2ccccc2C2=CCCCC2)[C@@H]1C#N	/	-3.8	-6.3	/	-3.8	-14.2	/	0.4
15	C[C@@H]1CN([C@H](C)CO)S(=O)(=O)c2ccc(-c3ccc(C(=O)N(C)C)cc3)cc2O[C@H]1CN(C)C(=O)Nc1ccccc1F	-6.5[16.7 µM]	-5.3	14.1	3.5	/	-12.4	-3.8	-2.3
16	CCCC#Cc1cnc2c(c1)C(=O)N([C@@H](C)CO)C[C@@H](C)[C@@H](CN(C)Cc1ccncc1)O2	4.9[16.7 µM]	-8.0	15.9	-15.0	1.3	1.9	7.1	-6.6
17	Cc1csc(=O)n1CC(=O)OCC(=O)NNC(=O)c1ccc(Cl)cc1	/	-6.3	-5.8	-5.5	-8.9	/	1.8	-0.6
18	O=C(NCc1cccnc1)c1cccn2c(=O)c3sccc3nc12	5.3	/	/	/	-6.9	6.7	-0.6	/
19	COc1ccc(S(=O)(=O)N2CCN(C)CC2)cc1NC(=O)c1ccccc1C	-3.2	6.1	-0.1	-2.5	-8.2	/	2.6	-3.0
20	Cc1ccc(S(=O)(=O)N(C)C[C@H]2OCCCC[C@H](C)Oc3ccc(NC(=O)Nc4ccc(C(F)(F)F)cc4)cc3C(=O)N([C@@H](C)CO)C[C@@H]2C)cc1	-7.3[16.7 µM]	9.9	4.3	0.3	-21.0	14.2	-5.7	0.9
21	COc1ccc(NC(=O)c2cncc(Br)c2)cc1S(=O)(=O)N1CCCCC1	3.8	9.7	/	14.9	1.6	-17.2	-2.8	/
22	COC(=O)[C@H]1[C@H](CO)[C@H]2Cn3c(ccc(-c4cccc(F)c4)c3=O)[C@H]2N1S(C)(=O)=O	/	15.2	3.3	/	/	/	-3.5	0.3
23	CCN(C[C@H]1N[C@@](C)(C(=O)OC)[C@H]2C(=O)N(C)C(=O)[C@@H]12)C(=O)Nc1ccc(C)cc1	/	-10.9	-10.0	-11.6	10.3	/	0.4	0.7
24	COC(=O)CC1C(=O)NCCN1C(=O)OC(C)(C)C (centres undefined)	-9.0	-1.5	-16.8	1.3	3.3	/	-0.8	-3.2
25	O=C(C[C@@H]1C[C@@H]2c3cc(NC(=O)Cc4ccncc4)ccc3O[C@@H]2[C@@H](CO)O1)NCc1ccccn1	-1.4[16.7 µM]	6.3	6.3	0.1	/	-7.2	/	/
26	Cc1cc(N2CCN(C(C(=O)NC3CCCC3)c3ccco3)CC2)c2ccccc2n1 (centres undefined)	/	5.5	5.9	7.0	-1.4	/	/	-6.3
27	Cc1ccc(S(=O)(=O)N/N=C2\C(=O)C3(C)CCC2C3(C)C)cc1 (centres undefined)	1.5	21.9	10.5	10.1	4.9	-1.2	/	-2.6
28	COc1ccc2c(C)c(CCC(=O)NC3CC3)c(=O)oc2c1	-7.3	-6.7	-17.4	/	/	4.4	-0.6	2.6
29	CCOc1cccc(N(C(=O)Cc2cccs2)C(C(=O)NC2CCCCC2)c2cccn2C)c1 (centres undefined)	55.2	/	/	/	-9.0	-13.7	-1.6	/
30	CC(C)CC(NC(N)=O)C(=O)OCC(=O)N(Cc1ccccc1)Cc1ccccc1 (centres undefined)	/	27.1	12.9	5.7	2.6	8.1	/	2.5

# Sorted by heavy-atom count (descending): 4 of the compounds above.
entry	structure	miR122 inh	LGR2 antag	EWS-Fli block	PAX8 inh HTS	FN deposition inh	PGC1a acetyl inh	Cneo AK release	Casp6 inh
16	CCCC#Cc1cnc2c(c1)C(=O)N([C@@H](C)CO)C[C@@H](C)[C@@H](CN(C)Cc1ccncc1)O2	4.9[16.7 µM]	-8.0	15.9	-15.0	1.3	1.9	7.1	-6.6
30	CC(C)CC(NC(N)=O)C(=O)OCC(=O)N(Cc1ccccc1)Cc1ccccc1 (centres undefined)	/	27.1	12.9	5.7	2.6	8.1	/	2.5
21	COc1ccc(NC(=O)c2cncc(Br)c2)cc1S(=O)(=O)N1CCCCC1	3.8	9.7	/	14.9	1.6	-17.2	-2.8	/
24	COC(=O)CC1C(=O)NCCN1C(=O)OC(C)(C)C (centres undefined)	-9.0	-1.5	-16.8	1.3	3.3	/	-0.8	-3.2

# (list continues)
entry	structure	miR122 inh	LGR2 antag	EWS-Fli block	PAX8 inh HTS	FN deposition inh	PGC1a acetyl inh	Cneo AK release	Casp6 inh
31	COc1ccc(NC(=O)C2CCCN(S(C)(=O)=O)C2)cc1 (centres undefined)	-4.8	-1.6	-6.7	0.5	1.4	13.8	-1.8	-0.9
32	COC(=O)c1cc2c(c3c4ccccc4n(S(=O)(=O)c4ccc(OC)cc4)c13)C(=O)N(Cc1ccco1)C2	/	-41.2	18.1	36.7	-4.2	/	/	-7.4
33	Cn1c(C(=O)NCCc2ccccc2)cc(=O)n(C)c1=O	-1.0	32.2	5.0	-13.1	-0.1	3.9	1.0	-0.4
34	CN(C)C(=O)C[C@@H]1C=C[C@H](NC(=O)c2ccc(F)cc2)[C@H](CO)O1	/	-6.8	/	/	-6.1	0.3	-1.9	1.6
35	CC(NCC(=O)Nc1cc(S(=O)(=O)N2CCCCCC2)ccc1Cl)c1ccccc1 (centres undefined)	10.9	26.2	5.2	22.6	11.8	/	0.5	1.4
36	Cn1c(=O)c2c(nc(CN3CCN(c4ccccc4F)CC3)n2CCN2CCOCC2)n(C)c1=O	-0.7	7.1	/	/	11.6	/	0.9	-3.0
37	CCOc1c(Br)cc(C(=O)NCCCn2ccnc2)cc1OC	4.7	3.5	-10.8	9.9	-1.2	-1.3	-0.5	-4.0
38	O=C(Nc1ccccc1)Nc1ccc(Br)cc1F	-6.1	/	-96.9	40.1	-10.7	3.7	3.6	-2.6
39	C[C@H](CO)N1C[C@H](C)[C@@H](CN(C)S(=O)(=O)c2cccs2)Oc2c(NC(=O)C3CCOCC3)cccc2C1=O	-1.4[16.7 µM]	-2.1	15.0	/	-4.0	2.8	-3.5	-2.1
40	O=C(Nc1nc(-c2ccccn2)cs1)c1cc(Cl)ccc1[N+](=O)[O-]	/	-6.2	-2.8	80.5*	7.9	/	/	0.4
41	CC1CCN(S(=O)(=O)N2CCC(C(=O)NC(C)c3ccccc3)CC2)CC1 (centres undefined)	2.3	-9.3	1.3	-7.3	/	-15.4	1.3	0.5
42	Cc1ccccc1NC(=S)NCCc1ccccn1	-2.5	/	/	-5.8	9.8	-1.3	4.1	/
43	CC(=O)Nc1ccc(OS(=O)(=O)c2ccccc2C)cc1	/	-10.1	-7.4	-13.6	1.7	6.5	/	4.7
44	Cc1csc(Nc2nc(N)c(C(=O)Nc3ccccc3)o2)n1	-2.3	-56.9	-87.7	-132.9	2.1	21.1	-1.5	2.0
45	Cc1cc(C)n(C(=O)COc2c(C)cccc2C)n1	-4.5	/	/	12.5	1.2	4.5	-1.8	/
46	Cc1ccc(COc2ccc(S(=O)(=O)N3CCCC3)cc2C(N)=O)cc1	-0.8	-0.6	7.0	-0.6	-0.1	/	-6.5	-2.9
47	CC(C)(C)c1cc(C(=O)NNC(=O)c2ccc(Cl)cc2)no1	-6.7	2.1	5.0	8.6	3.1	12.8	4.7	2.1
48	COc1ccc2c(c1)OC[C@H]1[C@@H]2N2C(=O)[C@@H](C)NC(=O)[C@@]2(C)[C@H]1c1ccccc1	2.8	0.5	1.1	-21.2	3.0	/	0.4	-0.9
49	O=C(COC(=O)CC1CCCCC1)Nc1c(Cl)cccc1Cl	/	-7.9	-5.9	-21.6	2.9	/	4.0	3.0
50	O=C(NCC(c1ccco1)N1CCN(c2ccc(F)cc2)CC1)C(=O)NC1CC1 (centres undefined)	-1.6	6.2	-9.9	-2.8	/	/	-0.1	-1.2
51	O=C(Nc1ccc(N2CCOCC2)c(Cl)c1)c1ccc2c(c1)OCCO2	-5.5	-45.7	-102.4	-71.1	0.7	8.6	-6.7	-0.5
52	O=C(Nc1ccc2c(c1)OCCO2)C(C1CC1)n1c(=O)c(-c2ccccc2)nc2ccccc21 (centres undefined)	/	-1.1	-21.4	22.3	-2.7	/	/	-0.2
53	CC(=O)N(C)/C=C1\Sc2ccccc2C1=O	3.1	-21.9	/	/	/	-2.9	-3.4	/
54	O=C(Cc1ccc(Br)cc1)Nc1ncc([N+](=O)[O-])s1	-2.0	/	-40.5	-62.9	-6.6	-3.3	1.8	1.8
55	CC(C)NC(=O)N1[C@@H]2CN(C(=O)Nc3cccc(Cl)c3)c3ccccc3[C@@H]2[C@@H]1CO	-1.8[16.7 µM]	24.1	-12.8	-12.4	/	-2.6	-1.7	1.0
56	N#CCC(=O)Nc1ccc(C(=O)OCc2ccccc2Oc2ccccc2)cc1	/	-5.2	-8.2	4.7	-3.5	/	-0.4	5.1
57	COc1ccc(CNC(=O)C2CCN(S(=O)(=O)c3ccc4c(c3)CC(C)N4C(=O)C3CC3)CC2)cc1 (centres undefined)	-8.8	-4.9	6.3	-4.5	-1.1	-11.7	3.6	2.2
58	COC(=O)c1cc(C(=O)OCC(=O)NC2CCCCCCC2)cc([N+](=O)[O-])c1	/	3.2	-6.7	2.0	-1.3	/	-0.7	0.8

# Source: PubChem
